Screening data: PubChem, Center for Chemical Genomics, University of Michigan
Dicer inh: inhibitors of Dicer pre-microRNA processing, primary screen, biochemical, cat-ELCCA, chemiluminescence; z-score at 25 µM; cat-ELCCA pre-miR-21 Dicer processing; hits give high values; Endoribonuclease Dicer (Homo sapiens), Q9UPY3; 6% of 47,000 active; in the data active = z-score above about 3, passing the limit was not always enough;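 note: plate controls were vehicle for no effect and no enzyme for full effect; higher signal means more uncleaved substrate so more Dicer inhibition; strong numbers were not always called active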
The depositor's hits bear a star.

No.	Compound	Dicer inh
1	CCOC(=O)N1CCc2c(sc(NC(=O)CSc3nnc(-c4cccs4)n3CC)c2C#N)C1	1.06
2	CCCCCCCCc1ccc(C(=O)CCC(=O)O)cc1	-0.77
3	CCc1ncc(C(O)c2ccccc2)n1C (configuration not stated)	-0.48
4	Cc1ccc(S(=O)(=O)Nc2ccc(C)cc2[N+](=O)[O-])cc1	-0.62
5	CC1=NN(c2ccccc2)C(=O)C1C(=O)c1ccccc1 (configuration not stated)	-6.41
6	O=C(O)c1ccc(C2SCC(=O)N2Cc2ccccc2)cc1 (configuration not stated)	0.41
7	CCOc1c(Nc2cccc(OC)c2)c(=O)c1=O	-0.58
8	O=C(Nc1ccc(-n2ccc(C(F)(F)F)n2)cc1)c1cccs1	-0.25
9	CCOC(=O)C12CNC(=O)C(C(=O)OCC)(CNC1=O)C2	0.71
10	Cc1nn(Cc2nnc(SCC(=O)c3ccc(Cl)cc3)o2)c(C)c1Br	0.18

In the list so far, these contain a halogen:
No.	Compound	Dicer inh
8	O=C(Nc1ccc(-n2ccc(C(F)(F)F)n2)cc1)c1cccs1	-0.25
10	Cc1nn(Cc2nnc(SCC(=O)c3ccc(Cl)cc3)o2)c(C)c1Br	0.18

Remaining list, next part:
No.	Compound	Dicer inh
11	O=C1CC(n2cnc3ccccc32)C(=O)N1c1ccccc1 (configuration not stated)	1.37
12	CC(C)(C)OC(=O)NCCNC(=O)/C=C/C(=O)O	-1.12
13	COc1ccc(-c2cn3cc(Cl)ccc3n2)cc1F	1.01
14	Cc1cccc(Cl)c1-n1sc(=O)n(CC2CC2)c1=O	1.95
15	O=C(c1ccc(Br)cc1)c1ccc2c(c1)Cc1ccccc1-2	-0.53
16	O=C(O)c1cc2cc(OCc3ccccc3)ccc2[nH]1	-0.97
17	O=C(NCc1cccs1)Nc1cc2ccccc2s1	-1.26
18	CS/C(=N\S(=O)(=O)c1cc(C(F)(F)F)cc(C(F)(F)F)c1)N1CCOCC1	0.2
19	CCn1cc([N+](=O)[O-])c(C(=O)Nc2ccc3c(c2)OCCO3)n1	-0.09
20	O=C(O)c1ccccc1CSc1ccc(C(F)(F)F)cn1	0.39

Other records.
No.	Compound	Dicer inh
21	O=C1O/C(=C\c2cc3c4c(c2)CCCN4CCC3)c2ccc([N+](=O)[O-])cc21	-0.52
22	Cc1cc(C)c(Nc2ncc(-c3ccc4c(c3)OCCCO4)s2)c(C)c1	-1.53
23	O=c1c2ccccc2c2ccccc2c(=O)n1CC1CCCO1 (configuration not stated)	-0.15
24	COC(=O)c1sc(SC)c2c1CC(C)(C)C/C2=N\OC(=O)c1ccccc1Cl	-1.2
25	COc1cc(C(F)(F)F)c(-c2ncn[nH]2)cn1	0.52
26	O=C(CCn1cnc2ncccc2c1=O)N1CCN(c2cccc(Cl)c2)CC1	2.64
27	CSc1c(C#N)c(-c2cccs2)nn1C	-3.69
28	CN1c2ccccc2C(O)=C(C(=O)Nc2ccc(OC(F)(F)F)cc2)S1(=O)=O	-0.65
29	CCCc1nc2sc3c(NCCN4CCOCC4)ncnc3c2c2c1CCCC2	-0.25
30	COc1ccc(/C=C2/C(=O)Nc3ccccc32)cc1OC	0.59

Three of these compounds, set out differently.
[6] O=C(O)c1ccc(C2SCC(=O)N2Cc2ccccc2)cc1 (configuration not stated)
  Dicer inh = 0.41
[26] O=C(CCn1cnc2ncccc2c1=O)N1CCN(c2cccc(Cl)c2)CC1
  Dicer inh = 2.64
[7] CCOc1c(Nc2cccc(OC)c2)c(=O)c1=O
  Dicer inh = -0.58

Later entries:
No.	Compound	Dicer inh
31	CCOC(=O)c1c(C)n(S(C)(=O)=O)c2ccc(N(C(=O)c3ccco3)S(C)(=O)=O)cc12	-0.09
32	COc1ccc(O)c(C2=NN3C(C2)c2cccc(OC)c2OC3c2cccnc2)c1 (configuration not stated)	0.4
33	C=CCNC(=S)N(CCC#N)C1CCCCC1	-1.21
34	Cc1c(C)c(NC(=O)/C=C/C(=O)O)c(C)c(C)c1NC(=O)/C=C/C(=O)O	3.55*
35	COC(=O)c1sc(N(C)C)c(C#N)c1-c1ccc(Cl)cc1	0.12
36	CC(C)(C)c1csc(-c2sccc2COc2ccc(Cl)cc2)n1	-1.7
37	COc1ccccc1OCCCCCCN1CCOCC1	-0.38
38	COCCN1C(=O)C(=O)/C(=C(\O)c2ccc(Cl)cc2)C12C(=O)N(C)c1ccccc12 (configuration not stated)	-0.97
39	O=[N+]([O-])/C=C/c1ccc(/C=C/[N+](=O)[O-])cc1	1.28
40	Cc1cc(C)nc(Nc2nc3ccccc3o2)n1	4.64*

Going on with the list:
No.	Compound	Dicer inh
41	O=c1nc(Nc2ccc(OC(F)(F)F)cc2)oc2ccccc12	2.73
42	Cc1ccc(C)c(CSc2nc(C3CCCCC3)c(C#N)c(=O)[nH]2)c1	4.26*
43	COc1cc(-c2nnn(-c3ccc(C)cc3)n2)cc(OC)c1OC	-0.07
44	COc1cccc2c1OC(c1cccnc1)N1N=C(c3cc(Cl)ccc3O)CC21 (configuration not stated)	1.1
45	Cc1ccn2cc(CSc3ccccc3N)nc2c1	-0.35
46	O=S(=O)(Nc1ccc(OCc2ccccc2)cc1)c1ccc2ccccc2c1	2.84
47	FC(F)(F)C1=CC(c2ccc(Br)cc2)=NCCN1	3.57*
48	CNC(=S)Nc1c(C)n(C)n(-c2ccccc2)c1=O	1.65
49	C/C(=C(/CCO)SSCC1CCCO1)N(C=O)Cc1cnc(C)nc1N (configuration not stated)	-0.09
50	COc1cccc(NC(=S)NC2CCCCCCCCCCC2)c1	-0.15

Later entries.
No.	Compound	Dicer inh
51	Cn1c(=O)c2c(nc(SCc3cc4c(cc3Cl)OCO4)n2C)n(C)c1=O	0.59
52	Nc1c(C(=O)CCC(=O)O)oc2ccc(Cl)cc12	1.3
53	O=c1cc(CSc2ccc(Cl)cc2)nc(N2CCN(Cc3ccc4c(c3)OCO4)CC2)[nH]1	2.8
54	C=CCOc1ccc(C2c3c(oc4cc(C)c(C)cc4c3=O)C(=O)N2CCCN(C)C)cc1OCC (configuration not stated)	-0.58
55	CC(=O)O/N=C(\N)COc1ccc(-c2nnco2)cc1	-0.02
56	Nc1ccc(-c2nc3ccc(-c4nc5ccccc5o4)cc3[nH]2)cc1	6.52*
57	COC(=O)c1ccc(CN2C(=O)C(=O)c3ccccc32)cc1	1.23
58	O=C(NC(=S)Nc1ccccc1NC(=S)NC(=O)c1ccccc1)c1ccccc1	-2.64
59	CC(=O)N1Cc2ccccc2S12OC(=O)c1ccccc12 (configuration not stated)	-0.84
60	COc1cccc(OC)c1C(C)(O)C(OC)OC (configuration not stated)	1.99

Continuation.
No.	Compound	Dicer inh
61	O=C(NC1CCCC1)c1ccc(C2SCC(=O)N2CCc2ccccc2)cc1 (configuration not stated)	1.39
62	CCOc1ccc(C2/C(=C(/O)c3ccc(C)cc3)C(=O)C(=O)N2CC(C)O)cc1 (configuration not stated)	-0.91
63	Cc1nn(-c2ccccc2)c2c1C(c1ccc(Cl)cc1Cl)C(C#N)=C(N)O2 (configuration not stated)	-1.49
64	COC(=O)C1=NOC2C(=O)N(c3ccc(Cl)cc3)C(=O)C12 (configuration not stated)	1.83
65	CCOC(=O)c1nc(N)sc1C(=O)OCC	1.52
66	O=C(O)c1ccccc1S(=O)(=O)c1ccccc1C(=O)O	-0.67
67	CCCN1C(=O)C(O)(CC(=O)c2ccco2)c2cc(Br)ccc21 (configuration not stated)	0.71
68	O=C1c2ccccc2C(=O)N1c1snnc1-c1ccc(C(F)(F)F)cc1	-0.62
69	O=C1c2ccccc2C(=O)C1(c1ccccc1)[N+](=O)[O-]	3.08*
70	CC(C)CN(CC(C)C)CC(O)Cn1cnc2c1c(=O)n(C)c(=O)n2C (configuration not stated)	-2.15

(listing goes on)
No.	Compound	Dicer inh
71	COc1ccc(-c2cc(C(F)(F)F)n3nccc3n2)cc1	-1.75
72	Cc1ccc(-c2nn(-c3ccccc3)cc2C2CC(c3ccccc3)=NN2S(C)(=O)=O)cc1 (configuration not stated)	-1.06
73	CCc1ccc(C(Nc2ccccn2)c2ccc3cccnc3c2O)cc1 (configuration not stated)	8.35
74	CCOC(=O)C1=C(C)NC2=C(C(=O)CC(C)(C)C2)C1c1ccc(OC)cc1 (configuration not stated)	-1.14
75	O=C(O)CCCC(=O)Nc1ccccn1	1.23
76	Cc1ccc(Sc2c([N+](=O)[O-])c(C)nn2C)cc1	-1.34
77	COc1cc2c(cc1OC)-c1cc(=Nc3c(C)cc(C)cc3C)n(C)c(=O)n1CC2	-1.09
78	CCOC(=O)c1c(C)oc(C)c1S(N)(=O)=O	-0.02
79	CN(C)c1ccc(O)c2c1CC1CC3[C@@H](N(C)C)C(=O)C(C(N)=O)=C(O)[C@]3(O)C(=O)C1=C2O (some centres not stated)	6.09*
80	O=c1[nH]c(=O)n([C@H]2C[C@H](O)[C@@H](CO)O2)cc1Br	-2.01

(cont.)
No.	Compound	Dicer inh
81	Cc1nnc(-c2ccc(C(F)(F)F)cn2)nc1C	-0.69
82	CCOC(=O)c1c(NC(=S)Nc2cc(C)nn2-c2ccccc2)sc(C)c1C	-1.74
83	COc1cc(Cl)c(NC(=O)c2cccc(C(F)(F)F)c2)c(OC)c1	-1.98
84	COc1ccc2nc(C)cc(N3CCOCC3)c2c1	-0.9
85	CSc1nc(C2CC2)nc(C2CC2)c1C#N	28.8
86	CC1CCN(C(=O)Cn2cc(C(=O)C3CCCCC3)c3ccccc32)CC1	1.48
87	COc1ccccc1Nc1nc(N)nc(CSc2nncn2C)n1	-2.63
88	Cc1nc(N2CCSCC2)ncc1S(=O)(=O)c1ccc(Cl)cc1	-2.99
89	CC(C)(C)NC(=O)NCC(c1ccc[nH]1)C(F)(F)F (configuration not stated)	-1.41
90	Clc1nc(NCCN2CCOCC2)nc(Nc2ccc3c(c2)OCO3)n1	0.72

Part of the list above, field by field:
#84 COc1ccc2nc(C)cc(N3CCOCC3)c2c1
- Dicer inh: -0.9

#85 CSc1nc(C2CC2)nc(C2CC2)c1C#N
- Dicer inh: 28.8

(continued)
No.	Compound	Dicer inh
91	O=C(O)c1nccnc1-c1nc2ccccc2c(=O)[nH]1	0.79
92	Cc1nc(NC(=O)Nc2ccc(Cl)cc2)sc1C	0.36
93	Cc1nc(-c2cccs2)sc1C(=O)NNC(=O)Nc1ccccc1	1.41
94	CC1CCN(c2nc3ccccc3nc2SCC(=O)N2CCN(C3CCCC3)CC2)CC1	1.96
95	COC(OC)c1ccc2c(N)c(C(=O)c3ccc(C)cc3)sc2n1	0.42
96	COC(=O)c1ccc2nc(C)c(C)nc2c1	2.43
97	Cc1ccc(C(=O)NN(C)c2cnn(-c3ccc(F)c(Cl)c3)c(=O)c2Cl)cc1	-2.14
98	Cc1ccc(C)c(C(=O)CC2(O)C(=O)Nc3ccc(C)cc32)c1 (configuration not stated)	0.87
99	NNC(=O)c1cnn(-c2ccccc2)c1N	-0.51
100	Cn1c(=O)c(-c2ccccc2N)nc2ccccc21	1.24

Individual results from the entries so far:
Dicer inh, `O=C(O)c1cc2cc(OCc3ccccc3)ccc2[nH]1` → -0.97
Dicer inh, `CC1CCN(C(=O)Cn2cc(C(=O)C3CCCCC3)c3ccccc32)CC1` → 1.48
Dicer inh, `O=C1c2ccccc2C(=O)C1(c1ccccc1)[N+](=O)[O-]` → 3.08*

Carrying on:
No.	Compound	Dicer inh
101	CCOC(=O)c1c(NC(=O)Nc2ccccc2)sc2c1CCC(C)C2 (configuration not stated)	1.88
102	COCCCNC(=S)NNC(=S)Nc1cccc(Cl)c1	2.38
103	O=C(Nc1nc(-c2ccccc2)cs1)c1cc(-c2ccc(Cl)cc2)oc1C(F)(F)F	0.7
104	Fc1ccccc1OCc1nc(-c2ccccc2)no1	0.57
105	CC(C)CCOc1cccc(C2c3c(oc4ccccc4c3=O)C(=O)N2c2nncs2)c1 (configuration not stated)	-0.31
106	CNC(=S)NCc1ccc(-c2csnn2)cc1	0.08
107	O=C(c1ccco1)c1cn(CCOc2ccccc2Cl)c2ccccc12	-0.03
108	OCCn1c(SC2CCCCC2)nc2ccccc21	0.64
109	Cn1c2c(c(=O)n(C)c1=O)C(c1cccc(Cl)c1)C1C(=O)c3ccccc3C1=N2 (configuration not stated)	-1.29
110	CCOCCOC(=O)CSc1ncnc2sc(C)c(C)c12	-0.04

Continued.
No.	Compound	Dicer inh
111	CCCC(=O)N(c1ccc2oc(=O)sc2c1)S(=O)(=O)c1ccc(F)cc1	-1.65
112	N/C(CC(=O)Nc1ccc(F)cc1F)=N\OS(=O)(=O)c1ccc(Cl)cc1	1.02
113	O=C(Nc1ccccc1)c1cc(Br)cc2c1OCC2	-1.46
114	CC[n+]1c(/C=C/c2ccc(N(C)C)cc2)ccn1-c1ccccc1	3.33*
115	Cc1csc2ncnc(N3CCN(S(=O)(=O)c4cccc(C(F)(F)F)c4)CC3)c12	-0.43
116	CCOc1cccc(C2Nc3ccc(C)cc3-c3cc(C)nn32)c1O (configuration not stated)	1.54
117	O=S(=O)(c1ccc(Cl)cc1)c1nc(-c2cccs2)oc1N1CCOCC1	-1.22
118	Cc1ccc(C(=O)C2CCN(C(=S)Nc3cccc(Cl)c3)CC2)cc1	0.79
119	CCSCCOC(=O)C1=C(C)NC2=C(C(=O)CCC2)C1c1ccc(C(=O)OC)cc1 (configuration not stated)	0.4
120	COc1ccccc1C1C(C(=O)OC2CCCC2)=C(C)NC2=C1C(=O)CC(c1ccccc1)C2 (configuration not stated)	0.2

(continued)
No.	Compound	Dicer inh
121	O=C(CSc1nc(SCC(=O)c2ccccc2)c2ccccc2n1)c1ccccc1	0.61
122	N#Cc1ccsc1NC(=O)c1ccccc1	7.35
123	CC(C)(C)NCC(=O)Nc1cc(Cl)cc(Cl)c1	-0.07
124	Cc1nn2c(=O)c(NC(=O)c3ccc(F)cc3)cnc2s1	-2.35
125	Cc1cc(C)cc(OCC(=O)c2ccc(O)cc2O)c1	2.49
126	CC(=O)N1N=C(c2cc(C)ccc2[N+](=O)[O-])OC1c1ccc(N(C)C)cc1 (configuration not stated)	-2.78
127	O=C(O)/C=C/c1ccc(O)c(O)c1	0.75
128	N#Cc1c(-c2ccccc2)c(-c2ccccc2)n[nH]c1=S	0.79
129	CCN1CCN(Cc2c(C)[nH]c3ccc(OC)cc3c2=O)CC1	0.83

Some of the compounds tested; the hit share may differ from the screen's.
